Screening data from PubChem.
Abeta rescue – A-beta toxicity reversal in yeast; yeast expressing A-beta42, growth rescue, OD600, 48 h; response scale: 0% DMSO, 100% iron-clioquinol control; Potency, µM (titrated, usually from 46.1 µM), without a hit: at the top dose growth rescue, usual class: activators; actives 0.063% (n = 410,000); further: potency means the concentration at half of the fitted maximal effect; nearly all actives have a fitted effect of over 55% in size
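Growth rescue measured by 600 nm absorbance after 48 h yeast culture at 30 C with compound. Values normalized between DMSO and an equimolar ferric chloride plus clioquinol control.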
EPAC2 ag – EPAC2 (human) agonism; Q8WZA2; EPAC2 activation, biochemical qHTS; response scale: 100% = 6.5 mM cAMP response; Potency, µM (doses to about 154 µM), for inactives: top-dose activation, most hits filed as activators; actives 0.079% (n = 360,000); AID 720711; further: potency means the concentration at half of the fitted maximal effect; nearly all actives have a fitted effect of over 50% in size
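qHTS, titration series. 100 nM EPAC2 / 250 nM Rap1B-BODIPY-GDP / 50 uM GDP; RT; ex 480/em 540 nm, 5-min reads to 30 min. Norm. to 6.5 mM cAMP = activation.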
TDP43 rescue – TDP-43 toxicity inhibition in yeast | TDP-43 expressing yeast growth rescue, BacTiter-Glo, 24 h | Potency, µM (highest dose often 46.1 µM), inactives show at the top dose growth rescue (activation), actives largely listed as activators | actives 1.8% (n = 410,000); further: potency means the concentration at half of the fitted maximal effect; % of control where 0% means no effect; nearly all actives have a fitted effect of over 50% in size
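Growth rescue of TDP-43-toxic yeast measured as ATP luminescence (BacTiter-Glo). Cells grown to mid-log in raffinose, induced in galactose at OD600=0.02, exposed to compound 24 hr at 30 deg C.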
D3 antag – D3 dopamine receptor (human) antagonism. D3R cells, DiscoveRx beta-arrestin luminescence, antagonist mode; stronger effect = lower value. max response, negative = inhibition, %. AID 652054. actives 2.5% (n = 360,000). P35462; in the data active means max response below about -50%; inconclusive means no clear call, values can overlap the other calls; further: on the % scale 0 is the no-effect control and ±100 the full control effect; mostly tested at two doses, the higher about 12 µM
Target sequence (P35462 whole entry, looked up): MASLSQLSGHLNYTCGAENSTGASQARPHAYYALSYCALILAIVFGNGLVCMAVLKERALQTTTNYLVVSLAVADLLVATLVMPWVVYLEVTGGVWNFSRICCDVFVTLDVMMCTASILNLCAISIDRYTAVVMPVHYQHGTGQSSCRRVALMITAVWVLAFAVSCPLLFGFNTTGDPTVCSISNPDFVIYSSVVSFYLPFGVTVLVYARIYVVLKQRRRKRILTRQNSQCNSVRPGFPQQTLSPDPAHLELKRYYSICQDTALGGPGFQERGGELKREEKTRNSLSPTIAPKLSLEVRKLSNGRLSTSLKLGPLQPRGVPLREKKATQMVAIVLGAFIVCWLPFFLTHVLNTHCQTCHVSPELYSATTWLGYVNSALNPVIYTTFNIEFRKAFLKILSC
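Cells plated overnight at 1500 cells/well, then exposed to library compounds with dopamine controls for 90 minutes at 37 degrees C. DiscoveRx reagent added for 30–60 minutes at room temperature; luminescence read, quantitative HTS format.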
EPAC2 antagonist – EPAC2 (human) antagonism | Q8WZA2 | EPAC2 GEF exchange of Rap1B-BODIPY-GDP, fluorescence | Potency, µM (highest dose often 114 µM), for inactives: at the highest dose activity, negative = inhibition, hits mostly inhibitors | actives 0.18% (n = 360,000); further: potency means the concentration at half of the fitted maximal effect; on the % scale 0 is the no-effect control and ±100 the full control effect; nearly all actives have a fitted effect of over 45% in size; many of its hits are not listed in these tables
FUS suppressor – FUS proteinopathy suppression in yeast; AID 1347120; Potency, µM (doses to about 76.6 µM), for inactives: at the highest dose growth rescue (activation), most hits filed as activators; actives 0.24% (n = 390,000); S. cerevisiae FUS-expressing, growth rescue, OD600, 24 h;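 further: potency means the concentration at half of the fitted maximal effect; plate controls were DMSO vehicle for no effect and reference control for full effect; nearly all actives have a fitted effect of over 55% in size; some results filed as inactive show a strong effect at the top dose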
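Restored growth of FUS-toxic S. cerevisiae, read as 600 nm absorbance after 24 h at 30C in galactose medium (starting OD 0.005). Controls CP55940 and DMSO.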
D3 ag – D3 dopamine receptor (human) agonism | D3R DiscoveRx beta-arrestin cells, luminescence, 90 min | P35462 | actives 0.58% (n = 410,000) | max activation, %; in the data active means max activation above about 30%; further: 0% is about no effect; mostly tested at two doses, the higher about 12 µM
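Cells at 1500/well, incubated overnight, then treated with pinned compounds (dopamine as control) for 90 min at 37 degrees C. DiscoveRx reagent added for 30 - 60 minutes at room temperature; luminescence read.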
aSyn yeast inh – alpha-synuclein toxicity inhibition in yeast; Yeast expressing alpha-synuclein, growth rescue, BacTiter-Glo, 24 h; Potency, µM (titrated, usually from 46.1 µM), without a hit: at the top dose growth rescue (activation), usual class: activators; actives 0.14% (n = 370,000); further: potency means the concentration at half of the fitted maximal effect; % of control where 0% means no effect; nearly all actives have a fitted effect of over 65% in size
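Rescue of yeast growth: cells expressing toxic alpha-synuclein, induced in galactose at OD600 0.02, incubated with compound 24 h at 30 C. ATP luminescence quantified growth; inhibitors of toxicity appear as activators.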
* marks the source's active call; other numbers are inactive results; ? = inconclusive; . = no result given; & = joins results of further samples; [ ] = another dose, or the depositor's remark. Unless noted, the call rests on the fitted dose curve; in most records, active means well fitted curve in the direction sought with a large enough effect; inconclusive means small, poorly fitted or top-dose-only effect, or another doubt; inactive means no such curve, though single readings can be large; an effect the other way counts as inactive or inconclusive. A portion of the library; rates above refer to the full screens.

Start of the listing, in advance (2 entries):
Order of values – EPAC2 ag	D3 ag	Abeta rescue	FUS suppressor	TDP43 rescue	aSyn yeast inh	D3 antag	EPAC2 antagonist
> CC(C)COC(=O)c1ccc2c(c1O)C(=O)c1ccccc1C2=O
  -15%	7	19%	1%	13%	21%	1	-7%[57.1 µM]
> CN1C[C@@H]2[C@@H]3C(=O)N(C)C(=O)[C@@H]3[C@](Cc3ccccc3)(C1=O)N2C(=O)c1ccc(Cl)cc1
  6%	2	10%	0%	-3%	6%	41	12%

The list itself, from the first entry:
Order of values – EPAC2 ag	D3 ag	Abeta rescue	FUS suppressor	TDP43 rescue	aSyn yeast inh	D3 antag	EPAC2 antagonist
> CC(C)COC(=O)c1ccc2c(c1O)C(=O)c1ccccc1C2=O
  -15%	7	19%	1%	13%	21%	1	-7%[57.1 µM]
> CN1C[C@@H]2[C@@H]3C(=O)N(C)C(=O)[C@@H]3[C@](Cc3ccccc3)(C1=O)N2C(=O)c1ccc(Cl)cc1
  6%	2	10%	0%	-3%	6%	41	12%
> O=C(NC1CCCC(C(F)(F)F)C1)c1ccc([N+](=O)[O-])o1 (stereo unspecified)
  -3%	-3	-23%	-4%	?	0%[1.84 µM]	-3	4%
> O=c1c(Br)ccc(Br)cc1Br
  10%	-31	-80%[inhibitor]	.	?	?	-114*	3%
> CCCNC(=O)CN1C(=O)COc2ccc(S(=O)(=O)N3CCCCCC3)cc21
  8%	1&-2	1%&6%	9%&-27%	20%&14%	-3%	22	4%
> CNC(=O)C1CCC(=O)N1Cc1c[nH]c2ccccc12 (stereo unspecified)
  2%	7	-6%	-12%	22%	-8%	5	12%
> Cc1cc(OC(=O)c2cc(-c3ccc4c(c3)OCCO4)on2)ccc1Cl
  .	-10	-15%	-1%	7%	.	.	.
> CCn1c(=O)cc(OCC(=O)NCCCN2CCC(C)CC2)c2ccccc21
  9%	-49	4%	15%	-26%	9%	?	2%
> CCCCNC(=O)NS(=O)(=O)c1ccc(C(=O)OC(C)C)o1
  -2%	-3	0%	1%	-10%	-8%	-8	9%
> CC1CCCN(S(=O)(=O)c2ccc3c(c2)C(C)(C)C(=O)N3C)C1 (stereo unspecified)
  5%	-9	-3%	13%	-3%	7%	?	5%
> CCCNC(=O)COC(=O)c1ccccc1C(=O)c1ccc(Cl)c([N+](=O)[O-])c1
  7%	-21	2%	8%	-26%[9.22 µM]	1%	-101*	-16%
> O=C(CNC(=O)c1ccccc1F)OCC(=O)N1CCCc2ccccc21
  10%	-6	-2%	19%	10%	5%	13	-10%
> COc1ccc(-c2cn(CCCOCc3ccccc3)nn2)cc1
  16%	12	14%	3%	?	12%	5	-8%
> Cc1ccc(N(C)C(=O)c2sc3nc4n(c(=O)c3c2C)CCCC4)cc1C
  .	3	-23%	4%	16µM*	.	.	.
> CC(C)[C@H](NC(=O)C1(c2ccccc2)CCN(C(=O)OC(C)(C)C)CC1)C(=O)O
  8%	12	10%	36%	-10%	1%	-30	?
> COc1ccc(-c2nc(C)ncc2-c2ccccc2)c(O)c1
  10%	1	-15%	25%	?	-4%	-8	?
> Cn1cnnc1SCC(=O)Nc1ncc(C(F)(F)F)cc1Cl
  4%	5	4%	-12%	10%	4%	14	2%
> CC(C)CCN1CC(O)=C(c2nc(-c3ccc(Cl)cc3)cs2)C1=N
  -3%	2	2%	-9%	4%	-8%	0	0%
> CC(C)Sc1nc(SCC(=O)NCc2ccco2)c2c3c(sc2n1)COC(C)(C)C3
  -8%	4	4%	32%	1%	12%	4	-4%
> Cc1ccsc1C(=O)OCC(=O)Nc1ccc(Cl)cn1
  11%	-6	?	-5%	?	1%	-10	-11%
> CC(=O)Nc1ccc(/C=N/Nc2nncc3ccccc23)cc1
  8%	0	-18%	14%	11%	-1%	-30	0%
> S=C(NCc1ccc(Cl)c(Cl)c1)Nc1ccc2c(c1)OCO2
  -1%	-3	-8%	.	12%	-2%	12	3%
> Cc1[nH]c2ccccc2c1C(=O)c1cc([C@H](NC(=O)OC(C)(C)C)C(C)C)sc1N
  4%	-4	-3%	?	10%	13%	18	-19%
> CCOc1ncccc1C(=O)NNC(=O)c1cccc(S(=O)(=O)Nc2ccc(OC)cc2)c1
  18%	-11	12%	.	7%	-3%	-5	-1%
> CC(NC(=O)CCNS(=O)(=O)c1ccccc1)c1ccccc1 (stereo unspecified)
  4%	-9	6%	.	-1%	-5%	-9	-6%
> Nc1nonc1N/N=C\c1ccccc1
  9%	-5	-2%	29%	6%	0%	-26	-2%
> CN(CC(=O)Nc1ccc(F)cc1)C(=O)C1CC(=O)N(Cc2ccccc2)C1 (stereo unspecified)
  7%	2	-1%	.	15%	1%	-1	4%
> N#Cc1cc2cc3ccccc3nc2n2c(=O)c3ccccc3nc12
  -74%[inhibitor]	-3	-13%	-7%	10%	-4%	14	67%[activator]
> Cn1c(=O)n(C)c2cc(S(=O)(=O)NCCO)ccc21
  9%	-1	-14%	12%	-8%	-10%	9	2%
> COc1ccc2cc(C(=O)C3CCCN(C(=O)c4cncs4)C3)ccc2c1 (stereo unspecified)
  4%	-17	-37%[inhibitor]	.	?	26%	?	-4%
> COC(=O)Cc1ccccc1NS(=O)(=O)c1ccc(C)cc1
  5%	2	-15%	0%	4%	-4%	-20	-15%
> COc1ccccc1C(=O)N1c2ncnn2C2(CCCCC2)[C@@H]2CCCC[C@@H]21
  .	-4	-2%	-2%	9%	.	.	.
> CCCCNc1c(CC(C)C)nc2nc(C)cc(C)n12
  -2%	-4	-2%	0%	18%	-8%	7	-1%
> CCN(CC)P(=O)(/C(Cl)=C\Nc1c(C)n(C)n(-c2ccccc2)c1=O)N(CC)CC
  -1%	8	-1%	-6%	-19%	-16%	0	-3%
> CN(CCc1cnn(C)c1)Cc1cn(C)nc1-c1ccc2c(c1)OCCO2
  -2%	0	-23%	4%	-6%[0.397 µM]	1%	10	7%
> CCCCn1nnc(NC(=O)c2ccco2)n1
  ?	-10	-10%	-20%	-22%	-14%	?	33%[activator][57.1 µM]
> CCOC(=O)C1CCN(S(=O)(=O)c2ccc3c(c2)NC(=O)C(C)S3)CC1 (stereo unspecified)
  -5%	4	5%	3%	0%	1%	-1	13%
> COc1ccc(OC)c(NC(=O)C(C)SCc2nc3sc(C)c(C)c3c(=O)[nH]2)c1 (stereo unspecified)
  6%	-8	2%	7%	-7%	-5%	-15	-2%
> CC(C)OC(=O)CSc1nc2cccnc2n1C1CCCCC1
  -3%	1	-2%	26%	-7%	-2%	-11	-5%
> CC(C)c1ccc(NC(=O)CCCN2C(=O)NC(C)(C)C2=O)cc1
  -2%	5	8%	.	-7%	-1%	3	2%
> COc1ccc(-c2nc3sc(CCNC(=O)C(=O)Nc4ccc(C)c(C)c4)c(C)n3n2)cc1
  .	11	7%	1%	2%	.	.	.
> CCN(CC)C(=O)C1CCCN(c2ccc([N+](=O)[O-])cc2/C=N/NC(=O)c2cccc(O)c2)C1 (stereo unspecified)
  -2%	-6	2%	.	28%	2%	-1	-1%
> COCCCNC(=S)N/N=C/c1ccc2ccccc2c1
  26%	-2	0%	-3%	6%	-10%	-5	-9%
> CNC(=S)N/N=C/c1ccc(C(C)C)cc1
  9%	2	-4%	-13%	?	-6%	-59*	-2%
> Oc1ccc(N=Nc2ccc3c(c2)OCCO3)c2cccnc12
  -1%	18	?	6%	?	20µM*	?	1%
> COc1ccc(N2CCN(C(=O)c3noc4c3CCCCC4)CC2)cc1
  .	-12	-15%	14%	16%	.	.	.
> CC(=O)Nc1ccc(SC(Sc2ccc(NC(C)=O)cc2)c2ccccc2)cc1
  1%	2	-1%	.	11%	7%	69	-15%
> Cc1ccc(C(=O)NC2(C(F)(F)F)NC(=O)N(c3ccc(Cl)cc3)C2=O)cc1 (stereo unspecified)
  13%	7	11%	11%	27%	25%	4	-5%
> CC(NC(=O)C1CCC(C(=O)NC(C)c2ccccc2)CC1)c1ccccc1 (stereo unspecified)
  1%	6	-2%	-7%	16%	-2%	4	-7%
> C[C@H]1CN([C@@H](C)CO)C(=O)Cc2cc(NC(=O)CCC(F)(F)F)ccc2O[C@H]1CN(C)Cc1ccc(-c2ccccc2)cc1
  -9%	6	7%	14%	6%	2%	19	-22%

Next section:
Order of values – EPAC2 ag	D3 ag	Abeta rescue	FUS suppressor	TDP43 rescue	aSyn yeast inh	D3 antag	EPAC2 antagonist
> CCOC(=O)c1oc2cc(OCC(=O)OC)ccc2c(=O)c1-c1ccc(OC)c(OC)c1
  9%	7	9%	5%	0%	2%	-11	0%
> CN(C)CCNC(=S)Nc1ccccc1C(C)(C)C
  10%	-14	-10%	2%	-3%	-2%	-11	3%
> CN(C)C(=O)CNC(=O)CN1C(=O)NC2(CCCc3sccc32)C1=O (stereo unspecified)
  9%	2	4%	13%	0%	-1%	20	1%
> CN(C(=O)CSc1nc(-c2ccc(C(C)(C)C)cc2)c(C#N)c(=O)[nH]1)C1CCCCC1
  -11%	-2	12%	14%	18%	5%	3	-26%
> COc1ccccc1CNC(=O)C1(c2cccs2)CCOCC1
  .	1	-3%	7%	-8%	.	.	.
> O=C(CN1CCCC1)Nc1ccc(Br)cc1
  5%	-1	7%	-33%	-9%	3%	-17	-11%
> CSCCC(NC(=O)c1ccc(Cl)cc1)C(=O)O (stereo unspecified)
  9%	8	13%	-3%	-4%	6%	9	-3%
> NC(=O)C1CCN(C(=O)CSCc2ccccc2Cl)CC1
  -11%	11	-11%	23%	-1%	-6%	0	9%
> COc1cccc(N2CCN(C(=O)c3ccc(Cl)c(S(=O)(=O)N4CCCCCC4)c3)CC2)c1
  -1%	3	5%	-40%	2%	-2%	23	0%
> CCCCc1nnc(NC(=O)C(C)Sc2nc(N)cc(=O)[nH]2)s1 (stereo unspecified)
  9%	-14	-17%	26%	-17%	-1%	14	-1%
> O=C(CSc1nnc(-c2ccccc2)o1)c1cccc([N+](=O)[O-])c1
  .	-12	-11%	-3%	-2%	.	.	.
> O=C(c1cnn(-c2ccccc2)c1)c1ccccc1O
  21%	-7	-26%	7%	?	3%	4	-14%
> CCc1cccc(C)c1NC(=O)CN1CCN(Cc2ccccc2Cl)S1(=O)=O
  .	-15	-7%	18%	-15%	.	.	.
> Cc1cnc(C(=O)N2CCCC(C(=O)c3ccc(C(C)(C)C)cc3)C2)cn1 (stereo unspecified)
  6%	0	-29%	29%	-15%[9.22 µM]	-10%	-6	6%
> Cc1cccc(OCc2ccc(-c3nc(C#N)c(N4CCN(c5ccccc5)CC4)o3)o2)c1
  .	-15	-1%	15%	4%	.	.	.
> O=C(CCc1ccccc1)NNC(=O)c1ccccc1F
  1%	2	-2%	-22%	-6%	1%	6	-1%
